Source: PubChem BioAssay (several laboratories)
PME-1 inh – PME-1 inhibitors via competitive probe labeling, primary screen, biochemical, fluorescence polarization, FP-Rh probe, HTS. Protein phosphatase methylesterase 1 (Homo sapiens), Q9Y570. recombinant PME-1. inhibition, % at 5.9 µM. 320,000 tested, 0.53% active;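 active = inhibition above the campaign mean of all compounds plus 3 SD, cut at about 26% in these data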;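 note: competitive labeling of PME-1 active site by serine hydrolase directed probe; 0% = PME-1 with DMSO and 100% = wells lacking PME-1 enzyme; inhibitors block probe labeling so polarization falls and inhibition rises; many of its hits are not listed in these tables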
Target sequence (Q9Y570 whole entry, looked up): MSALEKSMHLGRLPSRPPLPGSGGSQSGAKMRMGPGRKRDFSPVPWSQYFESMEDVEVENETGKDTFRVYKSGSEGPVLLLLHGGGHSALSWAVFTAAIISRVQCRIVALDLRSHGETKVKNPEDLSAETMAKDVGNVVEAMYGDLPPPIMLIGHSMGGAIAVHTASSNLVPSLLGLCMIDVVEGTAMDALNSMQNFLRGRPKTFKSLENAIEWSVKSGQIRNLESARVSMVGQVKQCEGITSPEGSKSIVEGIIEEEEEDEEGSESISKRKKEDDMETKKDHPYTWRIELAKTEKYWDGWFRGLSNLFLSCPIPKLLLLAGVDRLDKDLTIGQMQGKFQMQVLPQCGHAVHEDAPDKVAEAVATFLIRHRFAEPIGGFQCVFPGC
GRK2 inh – compounds blocking aptamer binding on GRK2 – biochemical, human GRK2, bead flow cytometry, HTS, primary screen. Beta-adrenergic receptor kinase 1 (Homo sapiens), P25098. FAM-aptamer displacement from GRK2. inhibition of aptamer binding, % at 10 µM. 330,000 tested, 0.59% active. AID 488847, 2010;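 active = inhibition of aptamer binding above 40%, roughly 3 SD of noise, on plates passing a quality check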;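 note: median bead fluorescence of bound FAM aptamer so fluorescent compounds give negative values; no value below 0 was filed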
MCL1 BIM primary – inhibitors of MCL1 binding to BIM-BH3, primary screen, biochemical, fluorescence polarization. GST-MCL1 / FITC-Bim-BH3 fluorescence polarization. inhibition, % at 10.9 µM. Induced myeloid leukemia cell differentiation protein Mcl-1 (Homo sapiens), Q07820. 320,000 tested, 0.68% active;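 active = inhibition above the mean inhibition of all tested compounds plus 3 SD, set per campaign, cut at about 40% in these data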;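 note: 0% = DMSO wells and 100% = unlabeled Bim-BH3 peptide control; higher means more loss of mP so more displacement of Bim peptide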
MEX-5 binding – MEX-5 zinc finger RNA-binding disruptors – biochemical, C. elegans, fluorescence polarization, MLPCN library, primary screen; MEX-5/FITC-TCR2 RNA binding; active compounds read low; Zinc finger protein mex-5 (Caenorhabditis elegans), Q9XUB2; activity score (negative = inhibition of binding), % at 10 µM; AID 1832, 2009; 300,000 tested, 0.38% active;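 active = inhibition past about -25% in most replicates, and total fluorescence under double the plate's negative control median, limit read from the data; inconclusive = replicates evenly split on the limit, or fluorescence at least double controls; inactive = too little inhibition in most replicates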;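 note: 0% = DMSO and -100% = 5 µM competing unlabeled TCR2 RNA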
Fam108B inh – mouse Fam108B serine hydrolase inhibitors, primary screen, counter-screen for RBBP9 inhibitor project, biochemical, fluorescence polarization | AID 1947, 2009 | inhibition, % at 9.51 µM | 300,000 tested, 0.33% active | recombinant Fam108B, FP-Rh probe fluorescence polarization;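 active = inhibition above the screen mean inhibition plus 3 SD, computed separately per campaign, cut at about 18% in these data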;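 note: inhibitors lower polarization as less probe binds the enzyme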
VLA-4 inh – inhibition in human VLA-4 binding assay, primary screen, VLA-4 allosteric modulator project, MLPCN library, flow cytometry, VLA-4 expressing cells | ligand binding flow cytometry | inhibition, % (about 7 µM as worked out from the volumes in the protocol) | 330,000 tested, 0.2% active; in the data active = inhibition above about 50%
BCLXL inh – inhibitors of human Bcl-xL, primary screen, biochemical, fluorescence polarization, HTS. Bcl-2-like protein 1 (Homo sapiens), Q07817. GST-Bcl-xL / FITC-Bim BH3 peptide fluorescence polarization. inhibition, % at 10.9 µM. 320,000 tested, 0.7% active. AID 2129, 2009;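 active = inhibition above the mean of all tested compounds plus 3 SD, cutoff set per campaign, cut at about 30% in these data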;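 note: 0% = DMSO wells and 100% = unlabeled Bim-BH3 peptide competitor; inhibitors lower millipolarization by displacing the labeled peptide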
Target sequence (Q07817 whole entry, looked up): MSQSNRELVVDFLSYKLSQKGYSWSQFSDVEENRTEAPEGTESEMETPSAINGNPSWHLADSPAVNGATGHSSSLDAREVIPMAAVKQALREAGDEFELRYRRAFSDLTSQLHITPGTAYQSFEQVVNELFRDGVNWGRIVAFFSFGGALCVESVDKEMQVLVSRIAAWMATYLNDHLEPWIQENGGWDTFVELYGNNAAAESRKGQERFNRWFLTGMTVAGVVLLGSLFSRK
GLD-1 TGE inh – GLD-1/TGE RNA complex disruptors, primary screen, biochemical, fluorescence polarization; 320,000 tested, 0.44% active; inhibition, % at 5.96 µM; Female germline-specific tumor suppressor gld-1 (Caenorhabditis elegans), Q17339; purified GLD-1 + fluorescein TGE RNA;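 active = percent inhibition above a per-plate cutoff, the plate mean of test compounds plus 3 SD, cut at about 30% in these data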;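 note: 0% = DMSO wells with GLD-1 and probe and 100% = wells lacking GLD-1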
Target sequence (Q17339 whole entry, looked up): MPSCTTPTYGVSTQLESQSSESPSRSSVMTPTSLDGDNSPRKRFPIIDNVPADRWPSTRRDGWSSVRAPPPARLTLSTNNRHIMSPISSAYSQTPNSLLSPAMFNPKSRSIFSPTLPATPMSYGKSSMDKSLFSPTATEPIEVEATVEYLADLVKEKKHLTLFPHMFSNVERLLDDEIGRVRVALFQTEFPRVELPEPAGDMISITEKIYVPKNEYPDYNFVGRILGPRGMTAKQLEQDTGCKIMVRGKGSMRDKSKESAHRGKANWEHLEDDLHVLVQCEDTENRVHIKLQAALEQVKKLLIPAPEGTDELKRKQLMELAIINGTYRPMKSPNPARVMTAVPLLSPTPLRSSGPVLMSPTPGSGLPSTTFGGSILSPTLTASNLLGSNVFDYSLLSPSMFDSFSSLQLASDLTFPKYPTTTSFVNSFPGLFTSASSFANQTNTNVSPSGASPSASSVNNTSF
Efflux pump mplx – inhibitors of Candida efflux pumps in yeast, primary screen, S. cerevisiae, Nile Red, multiplex | S. cerevisiae Candida pump triplex | inhibition, % at 10 µM | 330,000 tested, 0.44% active | AID 485275, 2010;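 active = plate passing quality check with inhibition over a set limit, or well fluorescence over plate mean plus 4 SD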;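 note: Nile Red retained in pooled yeast measured as flow cytometry median fluorescence; 0% = buffer negative control and 100% = Enniatin B positive control; higher means more Nile Red kept so more efflux inhibition; some compounds called inactive have numbers as strong as hits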
An asterisk follows results filed as active; ? = inconclusive; / = not tested or not shown. Not all compounds are listed. The share of hits here may be higher or lower than overall.

Results follow in this order: GLD-1 TGE inh	MEX-5 binding	BCLXL inh	PME-1 inh	VLA-4 inh	MCL1 BIM primary	Efflux pump mplx	GRK2 inh	Fam108B inh
- Cn1c(CC2C(=O)Nc3ccc(Br)cc32)nc2ccccc2c1=O (stereo unspecified)
    -12	0.6	3	3	-3	1	0.1	1	0
- Clc1ccc(-n2nnnc2SCc2c(-c3ccccc3)nc3sccn23)cc1
    -2	0.8	-26	-1	0	-26	-0.2	0	-12
- CC(C)c1ccc(NS(=O)(=O)c2ccc(Cl)nc2)cc1
    -3	-0.2	6	3	-7	9	0.3	5	-3
- N=C1/C(=C\c2coc3ccccc3c2=O)C(=O)N=C2SC=CN12
    51*	?	55*	15	-14	60*	-0.3	2	9
- COc1cc2c(cc1OC)CN(C(=O)COc1ccc(C#N)cc1)CC2
    2	-3.8	2	-2	6	1	0.1	0	-1
- O=C(N/N=C/c1ccncc1)c1cc(C2CC2)nc2ccccc12
    0	3.2	4	-1	-1	-2	0.1	0	-1
- CCOc1ccc(CCNC(=O)c2ccc(CNS(=O)(=O)c3ccccc3)cc2)cc1OCC
    1	1.1	3	4	5	0	-0.1	0	1
- O=C1CSC(c2ccc(Cl)cc2)N1Nc1nc(N2CCOCC2)nc(N2CCOCC2)n1 (stereo unspecified)
    0	1.4	-7	-2	-11	1	0.2	1	3
- C#CCOCCOCCOCCNc1nc(N2CCN(C(=O)[C@H](CCCN=C(N)N)n3cc(C(N)[C@@H](C)CC)nn3)CC2)nc(N2CCN(C(=O)[C@H](CCC(=O)O)n3cc([C@@H](N)CO)nn3)CC2)n1 (stereo partly specified)
    2	/	/	/	42	/	-0.2	0	/
- C=C(C)COc1ccc2c(C)c(CCC(=O)N3C[C@H]4C[C@@H](C3)c3cccc(=O)n3C4)c(=O)oc2c1
    -7	2.3	1	-1	0	-2	-0.2	0	0
- COc1ccc(C(C(=O)Nc2ccc(C(C)C)cc2)N(C)C(=O)CNC(C)=O)cc1 (stereo unspecified)
    6	-0.9	4	3	3	8	0.1	15	5
- COc1ccc(-c2cn(Cc3ccc4c(c3)C(=O)c3ccccc3C4=O)nn2)cc1
    3	-4.4	3	1	21	1	0.0	0	6
- O=C1COc2ccc(NC(=O)c3ccccc3C(=O)O)cc2N1
    4	-3.3	0	-2	10	1	-0.1	0	0
- CC(CCc1ccco1)NC(=O)Cn1ncc2c1-c1ccccc1OC2 (stereo unspecified)
    6	0.0	3	0	57*	5	0.4	5	-4
- C/C(N)=N\S(=O)(=O)c1ccc(Cl)cc1
    2	0.3	3	-2	-5	5	0.1	0	-2
- CC(C)NC(=O)CC(=O)N/N=C/c1ccc(F)cc1
    4	-0.3	0	6	9	0	-0.1	0	-3
- COc1ccccc1N(CC(=O)Nc1cccnc1)S(=O)(=O)c1ccccc1
    25	-3.7	-9	1	13	-10	0.3	3	-2
- O/N=C1/CCc2nonc2/C1=N/O
    11	3.1	4	2	-9	8	-0.1	0	3
- CCOC(=O)c1cnc2ccc(OCC)cc2c1N(C)Cc1ccccc1
    6	-1.0	-3	-3	7	-5	0.2	0	-4
- CCOC(=O)c1cc(=O)n2nc(-c3ccc(C)cc3)nc2s1
    7	-2.1	0	3	25	-2	-0.1	0	2

The listing continues.
Results follow in this order: GLD-1 TGE inh	MEX-5 binding	BCLXL inh	PME-1 inh	VLA-4 inh	MCL1 BIM primary	Efflux pump mplx	GRK2 inh	Fam108B inh
- CNC(=S)Nc1ccc2[nH]c(=O)[nH]c2c1
    0	-7.5	5	1	4	9	0.0	3	-1
- Cc1ccc(OCCCC(=O)Nc2ccc3c(c2)OCCO3)cc1
    9	/	-5	2	-6	-20	-0.1	4	/
- CCOC(=O)CSc1nnc([C@H](C)NC(=O)OC(C)(C)C)o1
    4	1.5	2	-3	2	7	0.0	1	8
- O=C(NCCCN1CCCC1=O)c1cc(S(=O)(=O)N2CCOCC2)ccc1Cl
    -2	1.2	1	4	-3	7	0.1	0	6
- O=C(OC1CCOC1=O)C1CCN(S(=O)(=O)c2ccccc2)CC1 (stereo unspecified)
    6	/	2	0	10	2	0.0	3	/
- COc1ccc(/C=N/Nc2nnc(-c3ncc[nH]3)c3ccccc23)cc1
    7	1.1	4	-3	2	10	0.0	0	2
- Cc1cccc(C(=O)NC2=NCCS2)c1
    -7	-1.6	3	-5	4	1	0.0	0	-4
- O=C(Cc1ccccc1)N1CCCC1c1ccccc1 (stereo unspecified)
    8	0.8	1	-4	-6	-4	0.0	1	-3
- COc1ccc(C(=O)C2CCCN(Cc3c[nH]c4ccccc34)C2)c(OC)c1 (stereo unspecified)
    -3	-2.8	2	0	55*	-1	0.1	40	0
- COc1ccc(C(C)(C)C)cc1S(=O)(=O)n1ccnc1C
    5	2.3	-1	0	3	-2	0.1	0	-3
- COc1ccc(-c2[nH]c(-c3ccccc3)nc2SCC(=O)Nc2nccs2)cc1
    1	/	-1	19	5	-2	-0.1	2	12
- CCN(CC(=O)Nc1ccc(C)c(S(=O)(=O)N2CCOCC2)c1)Cc1ccccc1
    5	-1.4	6	7	13	6	0.2	0	0
- COc1cccc(CNC(C)(C)CO)c1OCc1ccc(Cl)cc1
    3	-0.2	3	-2	-6	2	-0.1	0	3
- COc1cccc(OC)c1C(=O)Nc1ccccc1C(=O)N1CCCCCC1
    -2	-2.1	4	4	4	2	-0.3	0	5
- CC(C)N1C(=O)C2C(c3ccccc3O)NC(C)(C(=O)O)C2C1=O (stereo unspecified)
    0	0.4	-1	0	5	3	0.1	2	0
- COc1cc(-c2noc(CCC(=O)NC3CCCC3)n2)cc(OC)c1OC
    5	2.9	1	-2	0	-4	0.4	2	-4
- Cc1ccc(C(=O)Nc2ccc(N3CCN(C)CC3)cc2)cc1C
    -13	-0.3	3	4	7	4	-0.2	0	0
- O=C(c1ccco1)N1CCN(Cc2ccc(F)cc2)CC1
    2	-1.4	7	1	-16	1	-0.1	3	-1
- CCCC(C)NC(=O)Cc1ccc(Br)cc1 (stereo unspecified)
    6	1.3	-2	-3	2	2	0.3	2	-1
- CC1(C)c2ccccc2-n2c1cc1oc(=O)cc(O)c1c2=O
    -15	-2.8	1	0	5	7	-0.1	0	4

Some of these compounds in order of formula weight, highest first.
Results follow in this order: GLD-1 TGE inh	MEX-5 binding	BCLXL inh	PME-1 inh	VLA-4 inh	MCL1 BIM primary	Efflux pump mplx	GRK2 inh	Fam108B inh
- O=C(NCCCN1CCCC1=O)c1cc(S(=O)(=O)N2CCOCC2)ccc1Cl
    -2	1.2	1	4	-3	7	0.1	0	6
- Cn1c(CC2C(=O)Nc3ccc(Br)cc32)nc2ccccc2c1=O (stereo unspecified)
    -12	0.6	3	3	-3	1	0.1	1	0
- COc1cc(-c2noc(CCC(=O)NC3CCCC3)n2)cc(OC)c1OC
    5	2.9	1	-2	0	-4	0.4	2	-4

3 of the compounds above, tab-delimited:
SMILES	GLD-1 TGE inh	MEX-5 binding	BCLXL inh	PME-1 inh	VLA-4 inh	MCL1 BIM primary	Efflux pump mplx	GRK2 inh	Fam108B inh
COc1ccc(C(=O)C2CCCN(Cc3c[nH]c4ccccc34)C2)c(OC)c1 (stereo unspecified)	-3	-2.8	2	0	55*	-1	0.1	40	0
COc1ccc(C(C)(C)C)cc1S(=O)(=O)n1ccnc1C	5	2.3	-1	0	3	-2	0.1	0	-3
COc1ccc(-c2[nH]c(-c3ccccc3)nc2SCC(=O)Nc2nccs2)cc1	1	/	-1	19	5	-2	-0.1	2	12

Further compounds follow.
Results follow in this order: GLD-1 TGE inh	MEX-5 binding	BCLXL inh	PME-1 inh	VLA-4 inh	MCL1 BIM primary	Efflux pump mplx	GRK2 inh	Fam108B inh
- CCOC(=O)C(=O)Nc1ccc2c(c1)OCO2
    4	2.3	7	1	-1	2	0.0	0	-4
- O=C(C1CCN(S(=O)(=O)Cc2ccccc2)CC1)N1CCCc2ccccc21
    11	0.9	7	0	8	6	0.1	1	3
- O=C1C(c2ccncc2)=C(O)c2ccccc21
    -3	-2.9	9	-3	15	10	0.0	0	-1
- CC(C)c1ccc(CNC(=O)CSCC(=O)Nc2ccc3ccccc3c2)cc1
    8	/	-1	-18	7	-4	-6.5	0	-8
- O=C(O)c1ccc(S(=O)(=O)N2CCN(c3ccccn3)CC2)cc1
    -4	-2.6	0	1	9	5	0.0	2	-2
- Nc1ncnc2c1ncn2[C@H]1CC[C@@H](CO)O1
    3	/	5	-4	18	8	-0.1	1	/
- Cc1cc2c(c(/C=C/C(=O)c3ccccc3)c1)OC1(C=C2)Oc2ccccc2C(=O)N1C (stereo unspecified)
    6	-0.4	7	0	15	1	0.1	2	-13
- Cc1nc(NC(=O)COC(=O)CCS(=O)(=O)c2ccccc2Cl)c(Cl)cc1Cl
    5	-1.6	1	6	-29	4	-0.1	0	-1
- C[C@H](NC(=O)CCn1nnc2ccccc2c1=O)C(=O)O
    7	-0.7	5	4	-5	-3	-0.2	2	4
- CSCC(=O)NC1CCCc2c1cnn2-c1cc(F)cc(F)c1 (stereo unspecified)
    /	2.7	/	/	-1	/	-0.1	0	/
- Cc1ccc(C)c(NC(=O)c2cnn3ccccc23)c1
    -5	0.5	-4	-8	-6	-8	0.4	28	-3
- CCn1c(COc2ccccc2C)nnc1SCC(=O)OC
    10	0.6	4	4	-1	1	-0.1	5	2
- Cc1ccc(S(=O)(=O)N2CCCC(C(=O)Nc3cccnc3)C2)cc1 (stereo unspecified)
    -4	0.6	4	-2	29	1	0.2	5	-5
- Cc1ccc(C(=O)N(Cc2sccc2C)C2CCS(=O)(=O)C2)cc1 (stereo unspecified)
    6	-1.1	-2	-5	6	-5	0.0	0	-2
- O=C(CSc1ncn[nH]1)OCN1C(=O)c2ccccc2C1=O
    1	-1.0	0	2	1	2	-0.1	3	0
- COc1ccc(C(CNC(=O)Cc2ccc3ccccc3c2)N(C)C)cc1 (stereo unspecified)
    4	2.1	3	-4	-18	0	-0.1	0	-1
- O=C(CSc1ncccn1)Nc1cc(Cl)ccc1[N+](=O)[O-]
    3	0.0	2	0	0	-2	-0.1	0	-1
- CC(C(=O)Nc1cccc([N+](=O)[O-])c1)N(c1ccccc1)S(C)(=O)=O (stereo unspecified)
    -2	0.7	11	2	6	3	0.0	2	1
- CCOC(=O)c1ccc(NC(=O)/C=C/c2cccs2)cc1
    -1	-1.3	1	-62	3	-3	-0.2	2	-13

Molecules above that contain bromine (two):
Results follow in this order: GLD-1 TGE inh	MEX-5 binding	BCLXL inh	PME-1 inh	VLA-4 inh	MCL1 BIM primary	Efflux pump mplx	GRK2 inh	Fam108B inh
- Cn1c(CC2C(=O)Nc3ccc(Br)cc32)nc2ccccc2c1=O (stereo unspecified)
    -12	0.6	3	3	-3	1	0.1	1	0
- CCCC(C)NC(=O)Cc1ccc(Br)cc1 (stereo unspecified)
    6	1.3	-2	-3	2	2	0.3	2	-1
